From PubChem BioAssay
HTR5A inv ag – inverse agonist of human HTR5A in OPRM1-OPRD1 counter-screen; HTR5A cell line, luminescence, inverse agonism; inhibition, % at 9.3 µM; 340,000 compounds, 0.083% hits; in the data active means inhibition mostly above about 23%, no sharp cut-off; inactive means mostly below about 18%;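 further: 0% = cells with DMSO and 100% = no-cell wells with DMSO; some compounds called inactive have numbers as strong as hits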
MOR-DOR inv ag – inverse agonists of human mu-delta opioid receptor heterodimerization; P35372+P41143; cell-based MOR-DOR heterodimer luminescence, inverse agonism; inhibition, % at 9.3 µM; 340,000 compounds, 0.21% hits; in the data active means inhibition above about 22%, passing the limit was not always enough;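 further: 0% = cells with DMSO and 100% = wells without cells with DMSO; values of inactives mirror those of a sister screen read the other way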
Target sequence (P35372 whole entry, looked up): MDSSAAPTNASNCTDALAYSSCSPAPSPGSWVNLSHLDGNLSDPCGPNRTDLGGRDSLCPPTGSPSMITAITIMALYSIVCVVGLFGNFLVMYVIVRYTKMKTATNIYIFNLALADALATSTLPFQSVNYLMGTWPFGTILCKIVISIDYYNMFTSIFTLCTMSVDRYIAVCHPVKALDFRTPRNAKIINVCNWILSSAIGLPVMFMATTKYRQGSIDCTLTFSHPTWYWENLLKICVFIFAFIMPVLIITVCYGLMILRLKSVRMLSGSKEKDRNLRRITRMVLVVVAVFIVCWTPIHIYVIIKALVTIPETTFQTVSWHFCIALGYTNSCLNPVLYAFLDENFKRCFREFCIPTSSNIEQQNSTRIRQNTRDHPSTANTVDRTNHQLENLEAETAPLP
Target sequence (P41143 whole entry, looked up): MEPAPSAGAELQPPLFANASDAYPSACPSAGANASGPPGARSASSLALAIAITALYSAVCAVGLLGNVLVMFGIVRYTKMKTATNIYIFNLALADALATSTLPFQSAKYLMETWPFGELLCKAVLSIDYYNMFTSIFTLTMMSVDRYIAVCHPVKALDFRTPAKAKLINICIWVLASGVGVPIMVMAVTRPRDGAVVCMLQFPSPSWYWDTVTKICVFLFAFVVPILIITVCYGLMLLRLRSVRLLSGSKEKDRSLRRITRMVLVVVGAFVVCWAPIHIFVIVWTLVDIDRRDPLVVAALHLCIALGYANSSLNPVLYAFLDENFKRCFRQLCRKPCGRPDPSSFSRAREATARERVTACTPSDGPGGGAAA
HTR5A ag – counter-screen for OPRM1-OPRD1 agonists: human HTR5A agonism; 340,000 compounds, 0.61% hits; HTR5A agonist assay, luminescence, cell-based; P47898; activation, % at 9.3 µM; in the data active means activation mostly above about 9.5%, no sharp cut-off; inactive means mostly below about 7.6%;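 further: 0% = cells with vehicle only and 100% = reference agonist; strong numbers were not always called active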
MOR-DOR ag – OPRM1-OPRD1 heterodimerization agonism. P35372+P41143. cells, luminescence. activation, % at 9.3 µM. 340,000 compounds, 0.3% hits. AID 504326; in the data active means activation above about 18%;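 further: 0% = vehicle-treated cells and 100% = reference agonist; values of inactives mirror those of a sister screen read the other way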
Ecoli viability – reduces bacterial viability in AddAB counter-screen. 330,000 compounds, 0.27% hits. E. coli V3065 growth, OD600 absorbance, 18 h. inhibition, % at 11.9 µM;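 active means inhibition above the campaign's mean inhibition across all tested compounds plus 3 SD, cut at about 9.9% in these data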;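 further: uninfected addAB+ strain grown without phage in ampicillin broth; 0% = DMSO wells and 100% = ciprofloxacin 0.95 µg/ml wells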
SUMO Mot1 rescue – inhibitors of SUMOylation pathway: yeast Mot1-301 growth rescue | 320,000 compounds, 1% hits | S. cerevisiae Mot1-301 growth rescue, ATP luminescence, 38.5C; percent above DMSO median, 100 means doubled | growth rescue, % at 18.8 µM | AID 2716;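 active means every valid replicate shows activation above 250% relative to neutral control wells; inactive means the rest, any valid replicate at or below 250%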;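 further: OY570 slx delta 5 strain wells were the positive control but not used for scaling; some compounds called inactive have numbers as strong as hits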
DSG3 Ab inh – human desmoglein-3 autoantibody binding inhibition. 310,000 compounds, 0.48% hits. DSG3-coupled beads, scFv-anti-DSG3-GFP binding, flow cytometry; hits give low values. P32926. AID 588358. binding (percent of control), % at 10 µM;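 active means binding more than 3 SD below its plate's average and above zero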;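 further: hits lower antibody fragment binding to DSG3; some compounds called inactive have numbers as strong as hits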
phage Ecoli inh – E. coli growth loss with phage present. growth absorbance. inhibition, % at 11.9 µM. 360,000 compounds, 0.26% hits. AID 651602; in the data active means inhibition above about 11%
PKA-R1A activ – activators of PKA-R1A complex; P00514+P68181; PKA-R1A dissociation, Cy5-IP20 fluorescence polarization; scaled: DMSO 0%, 113 µM cGMP 100%; activation, % at 11.4 µM; 340,000 compounds, 0.083% hits; AID 504707;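 active means percent activation above the mean of all tested compounds plus 3 SD, cut at about 19% in these data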;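 further: higher means more PKAc released from R1A so a rise in polarization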
AddAB inh – less growth of phage-infected E. coli with AddAB | E. coli expressing H. pylori AddAB, absorbance growth | inhibition, % at 11.9 µM | 330,000 compounds, 0.29% hits; in the data active means inhibition above about 12%;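 further: 0% = vehicle wells of infected cells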
PfHsp90 set2 – reduces growth (ATP signal) of yeast expressing P. falciparum Hsp90; inhibition, % at 9.4 µM; 310,000 compounds, 0.32% hits; S. cerevisiae expressing PfHsp90, BacTiter-Glo ATP, 48 h; yeast lacking PDR1 and PDR3 efflux regulators;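 active means every replicate shows inhibition above about 80%, whatever the replicate mean, limit read from the data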;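 further: 0% = DMSO neutral controls and 100% = 20 µM radicicol positive controls; yeast relying on Plasmodium falciparum Hsp90 in place of its own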
The depositor's hits bear a star; / = no result given.

Sequence of screens: Ecoli viability, PKA-R1A activ, PfHsp90 set2, SUMO Mot1 rescue, HTR5A ag, HTR5A inv ag, phage Ecoli inh, MOR-DOR inv ag, MOR-DOR ag, AddAB inh, DSG3 Ab inh
- CCOC(=O)N1CCN(Cc2ccccc2Cl)CC1
  -3.4, 1, -17, -5, -2, -30, -1.7, 7, -1.3, -1.5, 97
- CC1Sc2ccc(S(=O)(=O)CCC(=O)Nc3ccccc3Cl)cc2NC1=O (stereo unspecified)
  0.1, -6, -11, 2, 1, -15, 2.2, 7, -1.4, 2.4, 100
- COc1ccccc1/C=C/C(=O)Oc1cccc2cccnc12
  -1.6, -2, -1, -12, 1, -1, 0.4, 1, -0.1, -0.4, 99
- CC(=O)c1ccc(OCCCC(=O)Nc2cccc(-c3nn[nH]n3)c2)cc1
  -2.6, 10, 2, -10, 2, 20, 3.0, -6, 1.0, -1.1, 111
- CCN(c1ccccc1)S(=O)(=O)c1ccc(Cl)c(C(=O)O)c1
  -2.2, -5, -7, 0, -4, 10, -2.4, 7, -1.3, -1.4, 106
- Cc1cc(C)nc(NS(=O)(=O)c2ccc(NC(=O)c3nn(-c4ccccc4)ccc3=O)cc2)n1
  1.9, -2, -16, 21, 0, 13, 1.5, 3, -0.6, 1.9, 96
- O=C(C[C@@H]1C/C=C\CCCC(=O)OC[C@@H]2CCCN2C1=O)NCCO
  -2.6, -10, -8, -3, 3, -18, 2.2, 6, -1.1, 0.6, 99
- COc1ccc(CCNC(=O)c2cc(S(=O)(=O)N3CCCC3)cn2C)cc1OC
  -1.1, -7, -36, -6, 1, -4, 3.1, 3, -0.5, -0.2, 98
- CCC(=O)Nc1cccc(-c2nnc(-c3cccc(NC(=O)CC)c3)o2)c1
  -2.7, -6, -20, 53, -1, 16, 1.6, 13, -2.4, -2.3, 83
- C1=CCC(CN2CCN(C3CCCCCC3)CC2)CC1 (stereo unspecified)
  -0.2, -6, 10, 34, -4, 10, -3.8, -7, 1.6, 2.7, 89
- COc1ccc(CN(C)C(=O)c2[nH]c(C)c(C(C)=O)c2C)cc1F
  2.8, -11, 5, -15, 0, 1, -0.6, -9, 1.2, 3.5, /
- CCOc1ccc(-n2c(C)c(C(=O)OC)c3cc(O)ccc32)cc1
  1.1, -4, -47, 177, -1, 4, 1.9, -7, 1.3, -0.4, 105
- COCC(C)n1c(C)cc(C(=O)CN2c3cccc4cccc(c34)S2(=O)=O)c1C (stereo unspecified)
  -1.2, -6, /, 30, 7, -18, 0.3, 3, -0.6, 3.5, /
- O=C(c1cnn(-c2ccccc2)c1)c1ccc2ccccc2c1O
  -0.5, -9, 10, -20, 10, -4, 2.2, 4, -0.7, 0.8, /
- COc1cc(S(=O)(=O)N2CCCCC2)ccc1NC(C)=O
  -2.8, 7, /, -22, -5, 4, -0.2, -3, 0.6, -0.4, 100
- COCCN1C(=O)N[C@@H](c2ccco2)C(C(C)=O)=C1C
  -1.6, -4, 2, -5, 2, -16, 1.3, 6, -1.1, 0.9, 101
- Cc1ccccc1C(=O)NC1CCN(CC(=O)NCc2cccs2)CC1
  1.9, -3, -8, -12, 5, -24, 1.7, 15, -2.9, 0.0, 97
- CC(C)OC(=O)c1ccc(NC(=O)Cn2c(-c3nonc3N)nc3ccccc32)cc1
  0.7, 0, -1, -17, /, /, 2.3, /, /, 2.7, /
- CCCCNC(=S)NNC(=O)c1csc2ccccc12
  -0.2, -4, 5, 155, -2, -6, /, 16, -2.9, 0.7, 101
- CN(Cc1cccnc1)C(=O)c1cc(S(=O)(=O)Nc2ccccc2F)ccc1Cl
  /, -11, 18, /, 0, 7, 0.5, 6, -1.2, /, 103
- Cc1ccc(OP(=O)(Nc2c(C)n(C)n(-c3ccccc3)c2=O)Oc2ccc(C)cc2)cc1
  0.7, -5, -1, -16, 2, -23, 3.5, 8, -1.1, -0.7, 104
- CC1(C)C(=O)OC(c2c(F)c(F)c(F)c(F)c2F)C2(CCCCC2)C1=O (stereo unspecified)
  3.1, 0, -1, 22, -5, -7, 0.6, -21, 5.0, 3.7, /
- O=C(O)CSc1nnc(Cn2nnc3ccccc32)n1CCc1ccccc1
  0.8, 5, 5, -2, 2, 9, 1.2, 17, -2.8, 1.7, 110
- COCc1c(C(=O)NCc2ccccc2CN2CCCC2)oc2ccccc12
  -2.6, -11, -73, -3, -2, 6, 6.1, 4, -0.8, 0.6, 106
- C/C(Cc1ccccc1)=N\NC(=O)CNC(=O)c1ccc2c(c1)OCCO2
  0.7, 3, 9, -11, -2, -27, 4.0, 5, -1.0, -0.6, 118
- O=C(Cn1ncc(Cl)c(Cl)c1=O)c1ccc2c(c1)OCCO2
  -0.7, -7, -3, 38, -2, 7, 0.2, -2, 0.3, 0.2, 89
- O=C(NCc1ccccc1)NC1(C(=O)N2CCOCC2)CCCCC1
  1.1, 1, -4, -4, 2, -7, 3.0, -1, 0.1, -1.1, 106
- C=CCn1cnc2c(nnn2-c2ccc(Cl)cc2)c1=O
  -2.3, 1, 5, 5, 1, -3, 0.3, 9, -1.9, 2.2, 92
- CNCC(O)C(O)C(O)C(O)CO (stereo unspecified)
  -0.2, 3, -23, 1, 0, -6, 3.9, 15, -3.0, 1.3, 102
- Cn1cnc(S(=O)(=O)N2CCN(C(c3ccccc3)c3ccccc3)CC2)c1
  0.3, -8, 9, 125, 4, -28, 0.6, 4, -0.7, 5.2, /

Molecules shown so far that have a furan ring, fused or not, in the order listed:
Sequence of screens: Ecoli viability, PKA-R1A activ, PfHsp90 set2, SUMO Mot1 rescue, HTR5A ag, HTR5A inv ag, phage Ecoli inh, MOR-DOR inv ag, MOR-DOR ag, AddAB inh, DSG3 Ab inh
- COCCN1C(=O)N[C@@H](c2ccco2)C(C(C)=O)=C1C
  -1.6, -4, 2, -5, 2, -16, 1.3, 6, -1.1, 0.9, 101
- COCc1c(C(=O)NCc2ccccc2CN2CCCC2)oc2ccccc12
  -2.6, -11, -73, -3, -2, 6, 6.1, 4, -0.8, 0.6, 106

The listing continues.
Sequence of screens: Ecoli viability, PKA-R1A activ, PfHsp90 set2, SUMO Mot1 rescue, HTR5A ag, HTR5A inv ag, phage Ecoli inh, MOR-DOR inv ag, MOR-DOR ag, AddAB inh, DSG3 Ab inh
- COc1ccc(-n2c(SCC(=O)c3ccc[nH]3)nnc2-c2ccccc2)cc1
  0.2, -2, -13, 1, 4, 7, 2.1, 8, -1.6, 3.5, -30
- CC(C)(C)OC(=O)CN1c2cccc3cccc(c23)S1(=O)=O
  -1.7, 1, -19, 17, -3, 11, 1.0, 10, -2.2, -2.6, 99
- Cc1ccc(S(=O)(=O)NCC(c2cccnc2)N2CCc3ccccc32)cc1 (stereo unspecified)
  -0.1, -8, -25, 3, 0, 25, 1.8, -4, 0.8, 2.0, 106
- Cc1noc(C)c1S(=O)(=O)Nc1ccc(C(=O)NC2CCCCCC2)cc1
  1.3, 0, 15, 87, 1, 13, -3.0, 12, -2.1, 1.2, 107
- CCSc1nnc(NC(=O)C(C)(C(F)(F)F)C(F)(F)F)s1
  -2.4, -3, -19, -8, 0, 0, 3.7, 8, -1.5, -1.2, 96
- CC(=O)Nc1ccc(S(=O)(=O)N(C)c2ccc(OCCOc3cccc(C)c3)cc2)cc1
  -2.8, -6, -30, -14, -2, 9, -1.7, -20, 4.0, -0.9, 96
- Cc1nc2cc(-c3cccc(F)c3)nn2c(C)c1CCC(=O)NC(C)c1ccc2c(c1)OCCO2 (stereo unspecified)
  -0.9, -25, -7, 13, 1, -4, 2.2, 10, -1.9, -2.8, 96
- CC(C)CNc1cc(=O)n(C)c(=O)n1C
  4.7, -4, 6, 392*, 1, 8, 1.1, 8, -1.5, 8.3, /
- COc1cc(C(=O)Nc2cccc(-c3nc4ccccc4o3)c2C)cc(OC)c1OC
  /, -8, -6, /, -2, 6, 2.5, 18, -3.8, /, 102
- O=c1[nH]c2ccccc2c(=O)n1Cc1ccco1
  0.2, 0, 0, /, 2, 13, 0.9, 11, -2.0, 4.0, 116
- COc1ccc(S(=O)(=O)Nc2ccccc2C(=O)NCc2ccco2)cc1Br
  -1.4, 6, /, 10, 4, 4, 0.8, 10, -2.1, 1.1, 96
- O=C(COc1ccccc1Cl)NCC(c1cccs1)N1CCOCC1 (stereo unspecified)
  -2.1, -10, 2, 59, 2, 15, -0.2, 6, -0.9, -0.8, 94
- COc1ccc(Cn2c(CCC(=O)N3CCN(c4ccccn4)CC3)nc3ncccc3c2=O)cc1
  /, 0, 12, /, 0, -7, 0.8, 16, -2.8, /, 107
- S=C(NCc1ccncc1)NC1CCCC1
  -2.2, -8, 9, 2, 6, -16, 4.1, 16, -2.7, -1.0, 101
- CC1CN2C(c3ccc([N+](=O)[O-])cc3)=CSC2=N1 (stereo unspecified)
  -0.6, -2, 2, 0, -2, 8, 1.2, 13, -2.6, 1.8, 121
- Cc1cc2ccccc2cc1CN1CCCCC1
  4.4, -1, 0, 4, -4, 14, -0.2, 2, -0.5, 1.0, 120
- O=[N+]([O-])c1cccc(/C=N/n2cnnc2)c1
  -0.8, -4, -6, 4, 0, -8, 2.2, 7, -1.3, 3.1, 111
- Cc1ccc(/C=N/NC(=S)NC(C)C)o1
  -1.9, -4, -5, -22, -1, -2, 1.4, 16, -2.7, 1.8, 100
- Nc1cc(=O)[nH]c(SCC(=O)N2N=C(c3ccc(Cl)cc3)CC2c2ccco2)n1 (stereo unspecified)
  -0.4, -3, 39, -10, -1, 2, 3.0, -2, 0.3, 0.2, 104
- COC(=O)c1nc2nc(C)cc(=O)n2[nH]1
  0.8, -14, 2, -15, -4, 10, 1.2, 9, -1.8, -0.4, 98
- COc1ccc(-c2ccc3c(c2)C2CC3CCN2C(=O)OCc2ccccc2)cc1 (stereo unspecified)
  /, 0, 5, /, -4, 12, 2.5, -8, 1.8, /, 107
- COc1ccc([N+](=O)[O-])c2c(=O)ccoc12
  0.6, -13, -9, 585*, -2, 10, 3.7, -3, 0.5, 2.9, 97
- CCCCNC(=O)OCC(CC)NC(=O)OC(C)C (stereo unspecified)
  -1.9, -9, -60, -8, -3, 20, 2.8, 9, -1.9, 4.5, /
- COc1ccccc1NC(=O)Nc1ccccc1Br
  0.9, 9, 5, -7, -1, -9, 2.2, -2, 0.5, 2.3, 94
